INS-1E GSIS act = GLuc luminescence reporter in INS-1E cells, primary screen for activators of glucose-dependent secretion of insulin; INS-1E GLuc reporter insulin secretion, 2-3 h; activation, % at 16.6 µM; 370,000 compounds, 0.61% hits;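 active means lowest replicate activation of at least 40%, so every replicate reaches that level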;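 further: 0% = median of neutral control wells and 100% = median of IBMX positive control wells; some compounds called inactive have numbers as strong as hits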
RAD54 inh = blocks human RAD54 Holliday junction branch migration; FAM/BHQ fluorescence; 360,000 compounds, 0.14% hits; Q92698; inhibition, % at 10.4 µM; AID 602329;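 active means mean normalized replicate activity at least 40 and at least half of replicates scoring 40 or more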;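 further: 0% = median of neutral control wells and 100% = median of positive control wells; inhibitors cause a drop in the FAM fluorescence signal; in these data hits start at about 50%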
CFTR F508del cor = correctors of CFTR F508del function in bronchial epithelial cells. CFBE cells, YFP halide quenching; stimulated with forskolin plus potentiator P3; % fluorescence drop versus neutral controls. activity (quench increase), % at 7.58 µM. 350,000 compounds, 0.36% hits;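 active means mean added fluorescence quench of at least 8% versus neutral control, with both replicates also reaching 8%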;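 further: cells transiently co-express mutant CFTR-F508del with the halide-sensitive YFP; corrector assay measuring rescue of mutant channel to the surface after 24 h compound exposure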
esBAF inh = blocks esBAF chromatin remodeling in mouse ES cells; Bmi1-luciferase knock-in reporter, 24 h; 100% = twice the neutral-well signal; AID 602393; 350,000 compounds, 2% hits; reporter increase, % at 12.5 µM; in the data active means activation above about 40%;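 further: 0% = median of the plate's neutral control wells and 100% = double that signal; a rise in the Bmi1 reporter signal indicates esBAF inhibition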
XiGFP reactiv = X-chromosome reactivation activator; XiGFP mouse fibroblasts, % GFP-positive cells imaging, 3 d; cells co-treated with 5-aza-dC sensitizer; scaled so ellipticine positive control = 100%; activation, % at 7.58 µM; 360,000 compounds, 0.055% hits; AID 743238;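 active means mean normalized replicate activation at least 10% and every replicate at or above 10%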;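 further: 0% = median of on-plate neutral control wells and 100% = ellipticine 6 µM median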
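System: SV40-immortalized XiGFP fibroblast cells, line 68-5-11 / Incubation: 3-day compound exposure, then 15 min fixation at room temperature / Compound: single concentration per compound, delivered by pin transfer / Buffer or medium: DMEM plus 5-aza-dC sensitizer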
ARNT TACC3 PPI = disruptors of human ARNT/TACC3 interaction | Q9Y6A5 | 390,000 compounds, 0.66% hits | inhibition, % at 9.99 µM | AlphaScreen His-ARNT PAS-B/GST-TACC3 binding, luminescence; TACC3 fragment carries E629A point mutation;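 active means mean inhibition of replicates at least 50% and at least half of replicates each reaching 50%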;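 further: 0% = complete ARNT plus TACC3 wells and 100% = ARNT alone without TACC3; many hits fall short of the cut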
ERAP1 HTS inh = blocks human ERAP1 aminopeptidase activity | Q9NZ08 | recombinant ERAP1, Leu-AMC fluorescence, 60 min | AID 652197 | inhibition, % at 10.7 µM | 340,000 compounds, 0.15% hits;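 active means mean replicate inhibition of at least 30%, or all replicates individually reaching that 30% level; inactive means mean below 30% and not every replicate reaching it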;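 further: 0% = neutral control wells and 100% = L-leucinethiol positive control wells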
Target sequence (Q9NZ08 whole entry, looked up): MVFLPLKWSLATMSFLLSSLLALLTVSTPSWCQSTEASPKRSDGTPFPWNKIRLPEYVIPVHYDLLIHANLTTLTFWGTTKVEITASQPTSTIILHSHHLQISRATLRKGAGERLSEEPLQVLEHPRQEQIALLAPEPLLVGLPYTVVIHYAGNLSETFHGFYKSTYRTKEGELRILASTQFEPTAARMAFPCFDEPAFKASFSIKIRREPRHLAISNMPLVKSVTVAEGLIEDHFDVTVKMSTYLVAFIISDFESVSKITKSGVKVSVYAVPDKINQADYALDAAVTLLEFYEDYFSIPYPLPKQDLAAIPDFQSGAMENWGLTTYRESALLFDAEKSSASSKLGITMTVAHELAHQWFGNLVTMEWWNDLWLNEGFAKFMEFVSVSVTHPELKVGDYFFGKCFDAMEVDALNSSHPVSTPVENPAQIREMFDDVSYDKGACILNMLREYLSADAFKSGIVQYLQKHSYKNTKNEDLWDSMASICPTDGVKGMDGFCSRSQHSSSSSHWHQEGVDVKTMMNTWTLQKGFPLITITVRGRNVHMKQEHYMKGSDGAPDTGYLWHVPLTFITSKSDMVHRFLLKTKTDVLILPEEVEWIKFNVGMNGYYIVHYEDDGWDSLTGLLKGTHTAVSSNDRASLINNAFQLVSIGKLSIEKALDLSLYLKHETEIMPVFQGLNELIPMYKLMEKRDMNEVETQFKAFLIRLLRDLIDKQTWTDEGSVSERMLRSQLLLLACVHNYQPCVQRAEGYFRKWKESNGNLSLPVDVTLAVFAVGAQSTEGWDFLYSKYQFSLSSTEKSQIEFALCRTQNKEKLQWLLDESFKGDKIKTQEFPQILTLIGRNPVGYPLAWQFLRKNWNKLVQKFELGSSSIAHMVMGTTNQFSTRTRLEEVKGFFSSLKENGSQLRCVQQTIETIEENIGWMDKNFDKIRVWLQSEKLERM
RAD52 inh = RAD52 (human) annealing inhibition | inhibition, % at 18.7 µM | recombinant RAD52 DNA annealing, FRET fluorescence | 360,000 compounds, 0.46% hits | P43351;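 active means every replicate showing at least 50% inhibition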
An asterisk follows results filed as active; · = not tested or not shown. Compounds were not picked by outcome, and some 3.3% of all compounds hit somewhere here.

Value order – ARNT TACC3 PPI, RAD52 inh, CFTR F508del cor, XiGFP reactiv, INS-1E GSIS act, ERAP1 HTS inh, esBAF inh, RAD54 inh
> CC(=O)c1ccc(OC(=O)C(CCS(C)(=O)=O)N2C(=O)c3ccccc3C2=O)cc1 (centres undefined)
  3, ·, ·, ·, 9, ·, 7, 0
> O=C(CCCOc1ccc(Cl)cc1Cl)NNC(=O)c1ccc(NC(=O)c2ccccc2)cc1
  -5, -6, ·, 0.0, 11, -2, ·, -7
> C[C@H]1CN([C@@H](C)CO)C(=O)c2ccccc2-c2ccccc2CO[C@H]1CN(C)C(=O)C1CC1
  0, 6, 1.0, -1.3, 18, 0, -7, 6
> CN(C(=O)COc1ncnc2c1cnn2-c1ccccc1)C1CCCCC1
  2, -46, -1.9, 0.7, -2, 1, 1, 4
> O=[N+]([O-])c1cc(C(F)(F)F)cc([N+](=O)[O-])c1NN=C1CCCCC1
  15, ·, ·, -0.1, -23, ·, 26, 6
> O=C(O)c1cccc(NS(=O)(=O)c2ccc(NC(=O)c3ccco3)cc2)c1
  0, -13, -0.6, 0.0, 21, -3, ·, -8
> C=CCNC(=O)CN1CCC(c2nc3ccccc3[nH]2)CC1
  -2, -4, 8.0, 0.0, 9, -2, -7, -1
> CC(C)NC(=O)N(C)C[C@H]1Oc2cc(C#C[C@H](C)O)ccc2S(=O)(=O)N([C@@H](C)CO)C[C@H]1C
  -8, 2, 0.3, -1.4, 10, 2, 2, -4
> COc1ccc(S(=O)(=O)N2CCOCC2)cc1NC(=O)CCNC(=O)c1ccc(Br)cc1
  3, -16, -3.9, 0.0, -3, 2, 6, 2
> COc1ccc(S(=O)(=O)NCc2cccnc2)cc1Br
  -5, -2, 4.2, 0.3, -47, 1, -20, -4
> O=C(c1cc(S(=O)(=O)N2CCOCC2)ccc1Cl)N1CCOCC1
  1, -1, -0.7, 0.1, 7, -1, -3, -6
> COc1ccc(S(=O)(=O)Nc2ccc3c(c2)C(=O)N([C@@H](C)CO)C[C@H](C)[C@@H](CN(C)Cc2ccc(-c4ccccc4)cc2)O3)cc1
  -4, 12, 0.7, -0.5, -5, 2, 1, -1
> N#C[C@H]1[C@H](c2ccccc2-c2cccc(F)c2)[C@@H](CO)N1C(=O)C1CCC1
  ·, 10, 0.0, 0.3, 11, -3, ·, ·
> CCOC(=O)c1c(C)c(C(=O)Nc2ccc(N(C)C)cc2)c(C)n1CC
  2, -1, -0.7, ·, -23, 2, 47*, 5
> CN1C(=O)CC(C(=O)O)SC1=Nc1cc(Cl)cc(Cl)c1 (centres undefined)
  -3, ·, ·, 0.0, -18, ·, ·, 9
> Cc1c(NC(=O)c2cc3c(s2)CCCC3)c(=O)n(-c2ccccc2)n1C
  0, -6, 0.3, 0.6, ·, 1, 6, -1
> CCOC(=O)[C@@H]1[C@H]2COc3ccc(Br)cc3[C@H]2N2C(=O)N(c3ccc(Br)cc3)C(=O)[C@]12C
  0, -22, -3.8, 0.0, ·, 1, -7, -13
> COc1cc(C)ccc1Oc1nc(-c2ccccc2O)nc2ccccc12
  -32, -3, 0.5, 0.1, 8, ·, ·, ·
> O=C(CN1CCCCC1)N1CCc2ccccc21
  -5, -5, -3.0, 9.9, 5, -1, -3, 2
> O=C(Cc1cccs1)N/N=C/C(Cl)=C/c1ccccc1
  0, -14, -0.8, 0.1, -2, 0, ·, ·
> CCc1ccc(N2C(=O)CN(Cc3cccs3)C2=S)cc1
  -3, 2, -0.1, 0.0, -7, -2, 19, -6
> Cc1ccsc1/C=N/NC(=O)CO
  -8, ·, ·, -0.1, 13, ·, ·, -5
> CCN(CC)S(=O)(=O)c1ccc2oc(Nc3ccc(OC)cc3OC)nc2c1
  0, 3, 3.1, 0.0, 17, 2, 8, -1
> CCc1cc(CNC(=O)c2ccc3nc(Cc4ccc(OC)c(OC)c4)oc3c2)on1
  -14, 4, 0.5, 0.1, -14, 0, 11, 4
> Cc1ccc(C(NC(=O)C2CCN(CCOc3ccc(Cl)cc3Cl)CC2)c2ccccn2)cc1 (centres undefined)
  ·, 3, -2.4, 0.1, -29, -4, -7, 9
> COc1ccccc1C(=O)O/N=C(/C)c1ccc(N2C(=O)C3CCCCC3C2=O)cc1 (centres undefined)
  1, -16, ·, ·, -5, 4, 26, 0
> Cc1ccc(C2(C)CC(C)(C)N(C(=O)CSc3nnc(C)s3)c3ccccc32)cc1 (centres undefined)
  -7, ·, ·, -0.2, -35, ·, -2, -9
> Nc1nc(SCC(=O)O)[nH]c(=O)c1NC(=O)c1ccccc1F
  -1, -6, 1.2, 0.0, -5, -2, -11, 7
> COc1ccc(NC(=S)NCCc2ccc(F)cc2)c(OC)c1
  ·, 3, 0.5, 0.1, -23, -5, ·, ·
> Cc1c(C)c2ccc(OCC(=O)NCCc3c[nH]c4ccccc34)cc2oc1=O
  ·, -3, -3.5, ·, ·, -2, 6, -7

Not a retest: entries from further up.
Value order – ARNT TACC3 PPI, RAD52 inh, CFTR F508del cor, XiGFP reactiv, INS-1E GSIS act, ERAP1 HTS inh, esBAF inh, RAD54 inh
> CC(C)NC(=O)N(C)C[C@H]1Oc2cc(C#C[C@H](C)O)ccc2S(=O)(=O)N([C@@H](C)CO)C[C@H]1C
  -8, 2, 0.3, -1.4, 10, 2, 2, -4
> COc1ccc(S(=O)(=O)N2CCOCC2)cc1NC(=O)CCNC(=O)c1ccc(Br)cc1
  3, -16, -3.9, 0.0, -3, 2, 6, 2
> COc1ccc(S(=O)(=O)NCc2cccnc2)cc1Br
  -5, -2, 4.2, 0.3, -47, 1, -20, -4
> O=C(c1cc(S(=O)(=O)N2CCOCC2)ccc1Cl)N1CCOCC1
  1, -1, -0.7, 0.1, 7, -1, -3, -6
> COc1ccc(S(=O)(=O)Nc2ccc3c(c2)C(=O)N([C@@H](C)CO)C[C@H](C)[C@@H](CN(C)Cc2ccc(-c4ccccc4)cc2)O3)cc1
  -4, 12, 0.7, -0.5, -5, 2, 1, -1
> N#C[C@H]1[C@H](c2ccccc2-c2cccc(F)c2)[C@@H](CO)N1C(=O)C1CCC1
  ·, 10, 0.0, 0.3, 11, -3, ·, ·
> CCOC(=O)c1c(C)c(C(=O)Nc2ccc(N(C)C)cc2)c(C)n1CC
  2, -1, -0.7, ·, -23, 2, 47*, 5
> CN1C(=O)CC(C(=O)O)SC1=Nc1cc(Cl)cc(Cl)c1 (centres undefined)
  -3, ·, ·, 0.0, -18, ·, ·, 9

(further entries)
Value order – ARNT TACC3 PPI, RAD52 inh, CFTR F508del cor, XiGFP reactiv, INS-1E GSIS act, ERAP1 HTS inh, esBAF inh, RAD54 inh
> COC(=O)[C@@]1(C)[C@H]2C(=O)N(Cc3ccccc3)C(=O)[C@H]2[C@H]2CN=C(SCC(=O)c3ccccc3)N21
  -3, -45, 0.9, 0.3, -3, 1, -1, 14
> CN(CC(=O)NC(=O)NC1CCCCC1)CC(=O)Nc1ccc(OC(F)(F)F)cc1
  ·, 10, -1.0, 0.1, -75, -1, -1, ·
> O=S(=O)(c1ccc2nc(SCc3ccc(Cl)cc3)[nH]c2c1)N1CCOCC1
  -17, -11, ·, 0.0, -68, 1, ·, 1
> C[C@H](CO)N1C[C@H](C)[C@H](CN(C)C(=O)Nc2ccc3c(c2)OCO3)OCCCC[C@H](C)Oc2ccc(NS(C)(=O)=O)cc2C1=O
  3, 16, -1.0, -0.2, 11, -2, 2, -3
> O=C(NCCN1CCN(C(=O)c2cccc(Br)c2)CC1)C(=O)NCc1ccccc1
  -7, -14, 1.9, 0.0, 7, 1, ·, 10
> Cc1ccccc1NC(=S)N=Nc1c(O)n(C)c2ccc(S(=O)(=O)N3CCOCC3)cc12
  5, ·, ·, 0.1, -1, ·, ·, -4
> c1ccc(CSc2ncnc3c2ncn3C2CCCCO2)cc1 (centres undefined)
  -25, -5, 1.4, 4.5, ·, 1, 84*, -2
> O=C(N[C@H]1CC[C@@H](CCn2cc(-c3cccnc3)nn2)O[C@H]1CO)c1ccccc1F
  -4, -1, -2.6, -0.9, 4, 1, 1, -8
> O=C(/C=C/c1ccco1)N(Cc1cccc(F)c1)C1CCS(=O)(=O)C1 (centres undefined)
  -5, -29, 1.5, 0.0, 8, -5, -1, -2
> COCCSc1nnc(NC(=O)CCS(=O)(=O)c2ccccc2)s1
  -4, -12, -1.7, 0.0, 3, -1, -4, -2
> O=C(Nc1ccc2[nH]ccc2c1)c1ccccc1
  5, -16, -0.5, -0.1, -4, 5, 2, -14
> COc1cccc(CNC(=O)[C@@H]2CCCN2C(=O)[C@@H]2CCCN2C(=O)c2cccc3ccccc23)c1
  ·, 5, -1.3, 0.2, 6, -3, ·, ·
> COc1cccc(-c2nc(-c3ccccc3)nc(N3CCN(C)CC3)c2C#N)c1
  14, -10, 4.2, 0.0, -7, -3, ·, ·
> COc1cccc(CC(=O)Nc2nc(C)cs2)c1
  -11, -8, 1.2, 0.0, 0, 3, -7, 7
> O=C(C[C@H]1CC[C@@H](NS(=O)(=O)c2ccc(F)cc2)[C@H](CO)O1)NCc1ccncn1
  -6, 0, 0.2, 0.5, 10, -1, 3, 1
> O=C(COC(=O)c1ccccc1Cl)Nc1nccs1
  -3, -12, -1.2, ·, 10, -3, 25, 3
> O=c1c(Cc2ccc(F)cc2)c(O)ccn1CCc1ccccn1
  -4, -14, -1.5, 0.0, 20, 6, ·, ·
> CNc1ncnc2c1ncn2[C@H]1CN(Cc2ccc3c(c2)OCO3)C[C@@H](CO)O1
  ·, -7, 1.4, 0.1, -4, 16, -6, -4
> Cc1ccccc1CSCCNS(C)(=O)=O
  -14, ·, ·, ·, 14, ·, -3, 2
> Cc1cc(C)n(CC(=O)NNC(=O)CCNC(=O)c2ccccc2Cl)n1
  2, -10, -0.9, 0.2, 2, -7, -1, -7
> CCn1c2ccccc2c2cc(Nc3cc(C)nc4ncnn34)ccc21
  5, 27, -0.5, 0.1, 2, ·, -20, 2
> O=C(CC1NCCc2ccccc21)Nc1cccc(Cl)c1 (centres undefined)
  3, -71, -0.1, 0.0, -8, 1, ·, ·
> Cc1ccc(S(=O)(=O)N2C[C@H]3C(=O)C[C@@H](c4ccc(Cl)cc4)N(S(=O)(=O)c4ccccc4C)[C@H]3C[C@H]2c2ccccc2)cc1
  ·, -9, 1.2, 0.1, -26, ·, 2, 0
> O=C(Nc1ccc(-c2nc3c(ccc4ccccc43)o2)cc1)c1ccco1
  22, -6, 0.0, ·, ·, -4, 50*, -9
> Cc1ccc2nc(SCC(=O)Nc3ccc(F)cc3)nc(=O)n2c1
  1, -10, -1.8, 0.1, 9, 2, 8, 0
> Cc1cc(CN(C)C(=O)CC2C(=O)NCCN2Cc2ccc(-c3ccccc3)cc2)on1 (centres undefined)
  -9, -72, 3.1, 0.1, -9, 3, 1, -9

Compound activity as filed in PubChem BioAssay.
